# Compound activity deposited in PubChem BioAssay by Broad Institute.
# Cneo AK release – Cryptococcus neoformans lysis via adenylate kinase release; AID 651654; 360,000 tested, 0.2% active; lysis activity, % at 15 µM; C. neoformans lysis, adenylate kinase release luminescence, 4 h; normalised: neutral wells 0, clomiphene wells 100;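 active = mean lysis activity across replicates of at least 80%, whatever share of replicates individually reach that level; inactive = mean lysis activity below 80%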
#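 Schedule: static 4 h at 37 °C with compound, 1 h detection; system: C. neoformans cells; benchmarks: Clomiphene as positive control; buffer or medium: fresh YPD medium; measure: luminescence rise reflecting yeast cell lysis; measured by: luminescent adenylate kinase detection reagent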
# miR122 inh – blocks miR-122 activity in Huh7 sensor cells; Huh7 miR-122 Renilla luciferase sensor, 48 h; neutral wells = 0, positive control = 100; activation (reporter increase), % at 12.5 µM; 340,000 tested, 0.3% active; AID 602342;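 active = mean replicate activation score at least 90 and every replicate individually at or above 90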;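 also: higher luciferase means less miR-122 activity so hits act as miR-122 inhibitors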
# PglD inh – PglD (C. jejuni) enzyme inhibition | inhibition, % at 12.5 µM | purified PglD enzyme, DTNB colorimetric CoA detection | 360,000 tested, 0.098% active; in the data active = inhibition above about 16%, passing the limit was not always enough; also: strong numbers were not always called active
# ERAP1 inh – inhibitors of human ERAP1 aminopeptidase; Q9NZ08; recombinant ERAP1, Leu-AMC fluorescence, 60 min; inhibition, % at 10.7 µM; 340,000 tested, 0.15% active; AID 652197;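 active = mean replicate inhibition of at least 30%, or all replicates individually reaching that 30% level; inactive = mean below 30% and not every replicate reaching it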;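 also: 0% = neutral control wells and 100% = L-leucinethiol positive control wells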
# RAD54 inh – RAD54 (human) branch migration inhibition. inhibition, % at 10.4 µM. AID 602329. RAD54 Holliday junction branch migration, FAM/BHQ fluorescence. 360,000 tested, 0.14% active;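 active = mean normalized replicate activity at least 40 and at least half of replicates scoring 40 or more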;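 also: 0% = median of neutral control wells and 100% = median of positive control wells; inhibitors cause a drop in the FAM fluorescence signal; in these data hits start at about 50%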
# Target sequence (Q92698 whole entry, looked up): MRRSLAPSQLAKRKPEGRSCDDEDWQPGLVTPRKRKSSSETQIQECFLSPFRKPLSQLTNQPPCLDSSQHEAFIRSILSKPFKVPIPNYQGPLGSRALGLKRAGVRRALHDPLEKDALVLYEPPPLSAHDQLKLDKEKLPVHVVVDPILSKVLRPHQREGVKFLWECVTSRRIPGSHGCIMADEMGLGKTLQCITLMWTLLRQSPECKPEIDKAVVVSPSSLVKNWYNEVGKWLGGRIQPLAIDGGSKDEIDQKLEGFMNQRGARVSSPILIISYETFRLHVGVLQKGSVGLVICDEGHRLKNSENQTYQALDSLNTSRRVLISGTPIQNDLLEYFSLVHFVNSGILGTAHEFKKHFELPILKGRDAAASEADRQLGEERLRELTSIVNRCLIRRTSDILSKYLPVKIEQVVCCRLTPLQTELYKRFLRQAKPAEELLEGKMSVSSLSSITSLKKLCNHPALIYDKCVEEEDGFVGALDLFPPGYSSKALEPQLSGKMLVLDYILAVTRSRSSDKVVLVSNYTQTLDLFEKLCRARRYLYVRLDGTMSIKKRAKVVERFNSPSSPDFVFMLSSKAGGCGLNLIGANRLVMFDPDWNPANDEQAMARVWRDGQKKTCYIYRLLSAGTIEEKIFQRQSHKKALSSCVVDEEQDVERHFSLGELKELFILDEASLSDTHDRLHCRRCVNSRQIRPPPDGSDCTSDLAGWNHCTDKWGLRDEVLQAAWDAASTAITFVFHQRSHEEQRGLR
# PGC1a acetyl inh – lowers PGC1a acetylation signal in U2OS cells; inhibition, % at 15.6 µM; 350,000 tested, 0.17% active; AlphaScreen anti-acetyl-lysine; with virally co-expressed GCN5 acetyltransferase;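 active = every replicate shows inhibition of at least 40%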;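 also: 0% = neutral control wells and 100% = positive control wells; some results beyond the cut were filed as inactive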
# RAD52 anneal inh – inhibitors of human RAD52 DNA annealing; recombinant RAD52 DNA annealing, FRET fluorescence; inhibition, % at 18.7 µM; 360,000 tested, 0.46% active;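 active = every replicate showing at least 50% inhibition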
# E-sel inducer – E-selectin induction on HUVECs; AID 686992; P16581; 260,000 tested, 0.37% active; activation, % at 7.58 µM; HUVEC E-selectin immunofluorescence imaging; normalized: neutral wells 0, TNF-alpha wells 100;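 active = mean E-selectin-positive cell signal at least 10% of the positive control, reached in at least 60% of replicates, without over 20% cell loss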;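 also: in these data hits start at about 27%; measured in HUVEC primary endothelial cells; signal is the percent of cells scored E-selectin positive by PE staining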
#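 System: HUVEC, human umbilical vein endothelial cells; quantity: 3,000 cells/well; buffer or medium: EGM-2 medium, gelatin-coated wells; dosing: single-point compound dose; detection: immunofluorescence imaging; evaluation: % PE-positive cells; benchmarks: TNF-alpha, DMSO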
# Starred values were filed as active, the others as inactive; / = not tested or not shown; [ ] = dose if it differs, or a comment.
SMILES,Cneo AK release,miR122 inh,PglD inh,ERAP1 inh,RAD54 inh,PGC1a acetyl inh,RAD52 anneal inh,E-sel inducer
CC(=O)Nc1ccc(S(=O)(=O)NCCSCc2ccc(Cl)cc2Cl)cc1,3,19,-1,/,5,20,/,/
Cc1ccc(C(=O)CCC(=O)NC2CCCC(C)C2C)cc1 (stereo not drawn),0,-4,-5,2,7,-4,-1,0.3
COC(=O)c1[nH]c2c(c1C)C(=O)CC(c1ccc(OC)c(OC)c1)C2 (stereo not drawn),-1,-2,-4,1,8,2,1,-0.3
CCn1ncc(Br)c1C(=O)NC(C)c1ccccc1 (stereo not drawn),-1,-5,3,/,5,-6,/,/
COc1ccc(CCN(Cc2ccccn2)C(=S)Nc2cccc(C)c2)cc1OC,-1,0,1,2,-11,-7,-6,-0.1
COc1ccc(CCNC(=O)Nc2cc(F)c(F)cc2Cl)cc1OC,0,1,1,/,-3,1,-2,0.0
CC(Nc1ccc(Br)cc1)C(=O)N/N=C/c1ccccc1OCc1ccccc1 (stereo not drawn),-3,-11,/,/,5,5,/,-1.1
C[C@H](CO)N1C[C@H](C)[C@@H](CN(C)S(=O)(=O)c2ccc(F)cc2)OCCCC[C@H](C)Oc2ccc(NS(=O)(=O)c3ccccc3)cc2C1=O,5,-4[16.7 µM],-1,3,8,11,-2,0.0
CCOC(=O)C(C)Oc1ccc2c(CC)cc(=O)oc2c1C (stereo not drawn),-3,-8,-5,/,7,3,/,/
Cc1ccc(C)c(OCc2nnc(NC(=O)c3ccco3)s2)c1,-1,-14,2,/,-1,-7,/,/
Cc1ccc(/C=N/NC(=O)c2ccccc2OCc2ccc(F)cc2)o1,-2,/,-3,2,8,/,7,/
Cc1ccc(C(=O)COC(=O)CNC(=O)c2ccccc2)s1,1,-4,4,-6,2,-4,0,/
COc1cccc2c1Oc1ncccc1N(C(=O)CCC(=O)NCc1ccccc1F)C2,1,22,-4,1,0,2,-30,/
Cc1cc(C)cc(C(O)c2ncc(-c3ccc(F)cc3)[nH]2)c1 (stereo not drawn),-1,12,9,/,-8,/,/,/
Cn1c(CCNC(=O)c2ccccc2F)nnc1SCC(=O)Nc1ccccc1F,-1,-6,-5,-3,0,-2,-11,/
NS(=O)(=O)c1ccc(NC(=S)N2CCC(Cc3ccccc3)CC2)cc1,0,-5,2,0,9,2,-23,-0.1
CCCn1c(SCC(=O)NC(C)C23CC4CC(CC(C4)C2)C3)n[nH]c1=O (stereo not drawn),3,-1,-6,/,-16,-9,/,/
CO[C@@H]1CN(C)C(=O)c2cc(NC(=O)Nc3cc(Cl)cc(Cl)c3)ccc2OC[C@H](C)NC[C@H]1C,/,-34[16.7 µM],/,/,/,-15,57*,-0.2
O=C(Nc1ccccc1C(=O)NCC1CCCO1)c1ccc(Cl)cc1 (stereo not drawn),-1,0,3,0,-8,-3,7,/
Cc1noc(C)c1NC(=O)N(C)C[C@@H]1Oc2c(NS(=O)(=O)c3cn(C)cn3)cccc2C(=O)N([C@H](C)CO)C[C@H]1C,-1,22[16.7 µM],4,-1,-8,-3,-7,0.0

# Ordered by molar mass (ascending): 4 of the compounds above
SMILES,Cneo AK release,miR122 inh,PglD inh,ERAP1 inh,RAD54 inh,PGC1a acetyl inh,RAD52 anneal inh,E-sel inducer
Cc1ccc(C)c(OCc2nnc(NC(=O)c3ccco3)s2)c1,-1,-14,2,/,-1,-7,/,/
COC(=O)c1[nH]c2c(c1C)C(=O)CC(c1ccc(OC)c(OC)c1)C2 (stereo not drawn),-1,-2,-4,1,8,2,1,-0.3
CCCn1c(SCC(=O)NC(C)C23CC4CC(CC(C4)C2)C3)n[nH]c1=O (stereo not drawn),3,-1,-6,/,-16,-9,/,/
Cn1c(CCNC(=O)c2ccccc2F)nnc1SCC(=O)Nc1ccccc1F,-1,-6,-5,-3,0,-2,-11,/

# (listing goes on)
SMILES,Cneo AK release,miR122 inh,PglD inh,ERAP1 inh,RAD54 inh,PGC1a acetyl inh,RAD52 anneal inh,E-sel inducer
Cc1nn(C)cc1C(C(=O)NC1CCCCC1)N(CCc1ccccc1)C(=O)c1cnccn1 (stereo not drawn),/,-1,/,3,/,/,-6,-2.9
Cc1nnc(N2C(=O)C(O)=C(C(=O)c3ccco3)C2c2ccc(C(C)C)cc2)s1 (stereo not drawn),-7,-3,-5,/,-23,-25,/,/
CC(C)CNC(=O)CSc1ccc(S(=O)(=O)N2CCN(C)CC2)cn1,2,0,1,-6,-14,8,-12,0.7
Cc1ccc(N2C(=O)CC(N3CCN(c4ccc(F)cc4)CC3)C2=O)c(C)c1 (stereo not drawn),0,/,7,-1,-6,/,-9,/
COc1ccc(C(NC(=O)C2CCN(CCOc3ccc(Cl)cc3Cl)CC2)c2cccs2)cc1 (stereo not drawn),0,-4,-5,2,4,-1,-77,-0.1
O=C(COc1cccc(Br)c1)N/N=C1\CCSC1,/,4,/,5,/,4,-27,3.1
Cc1oc2c(c1C(=O)Nc1cccc3ccccc13)CCCC2,3,-8,2,/,3,-29,/,/
CCOc1ccccc1C=C1SC(=S)N(CC)C1=O,1,-8,15,-1,-9,1,-9,0.1
CCOC(=O)N1CCC(NC(=O)c2ccc(Cl)cc2)CC1,/,-7,/,4,/,-3,0,0.0
CN1CCN(C(=O)C[C@H]2C[C@H]3c4cc(NC(=O)Nc5ccc(F)cc5)ccc4O[C@H]3[C@@H](CO)O2)CC1,21,1[16.7 µM],-3,-2,1,1,8,-0.6
COC(=O)C1CCN(C(=O)COC(=O)CSc2ccc(C(N)=O)cc2[N+](=O)[O-])CC1,1,1,-3,1,-11,3,2,/
COc1ccc(CN2C[C@@H](C)[C@@H](OC)CN(C)C(=O)c3ccc(NC(C)=O)cc3OC[C@H]2C)cc1,-4,/,0,-4,1,-11,-5,-0.2
C/C=C/c1ccc([C@@H]2[C@H](CO)N(S(C)(=O)=O)[C@H]2CN(CC)C(=O)CC)cc1,0,-14[16.7 µM],-2,/,-3,-2,-21,0.3
COc1ccc(CCNC(=O)c2noc(C)c2[N+](=O)[O-])cc1OC,0,1,-8,-1,-5,1,-17,8.6
COc1ccc(C(C)(O)c2nc(-c3cncnc3)cs2)cc1 (stereo not drawn),2,1,-2,2,-2,-9,-12,0.0
Cc1nc2c(c3c1[nH]c1ccccc13)C(=O)CC(C)(C)C2,-3,-2,-2,/,10,-21,/,/
O=C(NCc1cccc(Cl)c1)c1ccc(-c2ccc(F)c(F)c2)c2ccoc12,-2,-1,-1,-2,3,-25,2,-0.2
COC(=O)c1cccc(S(=O)(=O)N(Cc2ccco2)Cc2cc3cc(OC)ccc3[nH]c2=O)c1,0,5,-2,/,2,-2,/,/
CC(C)(C)c1cc(/C=N/NC(=O)C[n+]2ccccc2)cc(C(C)(C)C)c1O,-3,2,4,4,-1,19,19,/
C[C@H](NC(=O)C[C@@H]1CC[C@@H](NC(=O)C2CCOCC2)[C@H](CO)O1)c1ccccc1,11,/,1,3,-3,-1,-8,0.4
CC(=O)c1cc(O)c2ccccc2c1O,0,10,-11,1,-9,0,-31,9.3
O=S1(=O)CCC(NC(=S)NC2CCS(=O)(=O)C2)C1 (stereo not drawn),0,25,3,-10,-2,/,-16,0.4
CSc1ccc(CN(C)C(=O)CCNS(=O)(=O)c2ccc(C)c(C)c2)cc1,0,/,-5,2,-1,/,0,/
O=C(c1ccc2c(=O)n3c(nc2c1)CCCCC3)N1CCN(c2cccc(Cl)c2)CC1,2,0,8,-3,13,-2,-5,1.2
COc1cccc(-c2cnc3c(c2)C(=O)N([C@H](C)CO)C[C@H](C)[C@@H](CN(C)Cc2ccncc2)O3)c1,6,8[16.7 µM],1,-1,1,-7,0,-2.4
O=C(CCCl)Nc1nnc(SCC(=O)NC2CCCC2)s1,0,-3,2,2,2,-3,-13,/
O=S(=O)(c1ccccc1F)N1CCCCN2[C@H](C1)[C@H](c1ccc(-c3ccncc3)cc1)[C@@H]2CO,-2,2[16.7 µM],-4,-1,0,-5,-7,-0.2
O=C(Cc1ccccc1)N1C[C@@H]2[C@H](c3ccccc31)[C@H](CO)N2C(=O)c1ccc(F)cc1,-1,-17[16.7 µM],3,2,13,-7,-4,0.2
C[C@@H]1CN([C@H](C)CO)S(=O)(=O)c2ccc(-c3cccc(F)c3)cc2O[C@@H]1CN(C)S(=O)(=O)c1ccccc1,-3,9[16.7 µM],2,-3,-3,-2,-6,0.0
CCC(=O)Nc1c(-c2ccccc2)c(=O)c2ccccc2n1C,0,/,-7,/,-9,8,-28,/
COc1ccc(C(=O)OC(C)C(=O)NC(C)CCc2ccccc2)cc1OC (stereo not drawn),4,/,-1,5,-1,3,-7,0.1
C[C@H](CO)N1C[C@H](C)[C@@H](CN(C)C(=O)Nc2ccc(C(F)(F)F)cc2)Oc2ccc(NC(=O)NC3CCCCC3)cc2CC1=O,55,-4[16.7 µM],-1,-5,4,-3,-5,0.2
O=C(C[C@H]1CC[C@@H]2[C@H](COC[C@H](O)CN2CC2CCOCC2)O1)NCC1CCCCC1,0,8[16.7 µM],-3,-2,19,6,-15,0.4
COc1ccc(-n2c(=S)[nH]c3ccccc32)cc1,32,3,7,/,-1,-3,/,/
COC(=O)c1ccccc1NS(=O)(=O)c1ccc(O)c(C(=O)O)c1,-2,/,2,4,2,-1,-11,/
CCc1ccccc1OCC(=O)NNCC(=O)Nc1cccc(C#N)c1,-2,0,2,-1,1,-3,-13,/
O=C(CSc1nc(=O)n2ccccc2n1)N1CCC(Cc2ccccc2)CC1,-1,0,-4,3,-17,8,-16,0.8
Cc1ccc(-c2nc(CS(=O)(=O)CC(=O)NC3CCCCCC3)c(C)o2)cc1,-1,-1,-3,-2,8,/,-20,/
CC(C)c1nnc(NC(=O)C2CCCN2S(=O)(=O)c2ccc(Cl)cc2)s1 (stereo not drawn),0,-4,0,/,-1,-14,/,/
N#C/C(C(=O)N1CCOCC1)=C1/SC(Cc2ccccc2)C(=O)N1c1ccccc1 (stereo not drawn),4,6,2,/,2,7,/,/
O=C(CCc1ccccc1Cl)Nc1cc2c(cc1C(=O)O)OCCCO2,1,-11,-6,1,-1,5,-9,0.3
CCOc1ccc(NC(=S)NNC(=O)c2cc(Br)ccc2Cl)cc1,/,/,/,1,/,-4,-11,0.1
CCc1cc2c3c(c1)C1(C(=O)N3C(C)(C)C=C2C)C(C#N)=C(N)Oc2[nH]c(=O)[nH]c(=O)c21 (stereo not drawn),-2,1,7,0,-1,12,-20,/
O=C(CCC1CCCCC1)NCCS(=O)(=O)N1CCN(c2ccccc2)CC1,0,-8,4,-1,10,-3,-16,-0.2
O=C(N[C@H]1CC[C@@H](CCn2cc(-c3cccnc3)nn2)O[C@@H]1CO)c1ccccc1F,15,-1[16.7 µM],-3,1,11,-3,-5,-1.1
N[C@@H](Cc1ccccc1)c1nnc(SCc2ccccc2Cl)o1,-2,-1,-1,/,-6,-4,/,-2.4
O=C(OCc1nc2ccccc2c(=O)[nH]1)c1cccs1,0,-7,1,/,6,7,/,/
CC1(C(=O)NCc2ccc(C(F)(F)F)cc2)CCN1Cc1cc2ccccc2o1 (stereo not drawn),-5,8,-7,5,-6,5,5,-0.1
CCS(=O)(=O)Nc1ccc2c(c1)C(=O)N(C)C[C@@H](OC)[C@@H](C)CN(CC1CCCCC1)[C@H](C)CO2,-4,0[16.7 µM],1,2,-12,/,4,0.0
Cc1cnc(NC(=O)c2ccccn2)s1,-5,-7,10,4,/,-4,-15,-0.3
CO[C@@H]1CN(C)C(=O)c2ccc(NC(=O)c3nc4ccccc4s3)cc2OC[C@@H](C)N(Cc2ccccc2)C[C@H]1C,0,/,2,3,1,-17,3,-0.2
